Assay outcomes (PubChem BioAssay)
ABHD4 inh: ABHD4 inhibitors, primary screen, biochemical, fluorescence polarization, mouse; (Lyso)-N-acylphosphatidylethanolamine lipase (Mus musculus), Q8VD66; purified mABHD4, FP-Rh probe fluorescence polarization; inhibition, % at 8.92 µM; hit rate 0.54% among 370,000;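 active means inhibition exceeding the mean over every tested compound plus 3 SD, cut at about 30% in these data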;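 further: 0% = plate median of compound wells and 100% = S159A mutant with DMSO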
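Assay system: mABHD4 protein; medium: HEPES pH 7.0, NaCl, Pluronic buffer; dosing: 8.92 µM, single dose; schedule: 45 min + 60 min at 25 °C; signal: FP readout, ex 525 nm / em 598 nm; read-out: normalized percent inhibition of probe labeling; repeats: single replicate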
NR1D1 modulator: modulators of Rev-erb alpha DNA binding, primary screen, biochemical, FITC-DNA, fluorescence polarization, uHTS; Nuclear receptor subfamily 1 group D member 1 (Homo sapiens), P20393; Rev-erbα–FITC-DNA binding, 90 min; activity, % at 10 µM; hit rate 0.79% among 370,000;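 active means activity above about 14%, limit read from the data; passing the limit was not always enough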;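 further: 0% = DMSO wells with 35 nM protein and 100% = DMSO wells with 750 nM protein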
GC-B act: human GC-B receptor activators, primary screen, HEK293 GC-B cells, cGMP TR-FRET, EC30 CNP; Atrial natriuretic peptide receptor 2 (Homo sapiens), P20594; AID 1920062, 2024; 0% at EC30 CNP, 100% saturating CNP; activation, % at 10 µM; hit rate 0.11% among 370,000;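 active means activation at 10 µM reaching about 35% in either raw or pattern-adjusted values, limit read from the data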
rCAG RNA binder: binders of r(CAG) RNA repeats, primary screen, biochemical, fluorescence | AID 651821, 2012 | inhibition, % at 3 µM | r(CAG) RNA repeat, TO-PRO-1 dye displacement fluorescence | hit rate 1.3% among 370,000;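 active means inhibition above the plate cutoff, the mean of all test compounds on that plate plus 3 SD, cut at about 35% in these data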;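 further: 0% = DMSO alone and 100% = 100 µM mitoxantrone as full dye displacement; higher means more dye released from RNA so lower well fluorescence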
ARFGAP1 inh: inhibitors of rat ARFGAP1 GAP activity, primary screen, biochemical, fluorescence polarization, GDP tracer | inhibition, % at 16.5 µM | Arfgap1-stimulated ARF1 GTP hydrolysis, GDP FP detection | ADP-ribosylation factor GTPase-activating protein 1 (Rattus norvegicus), Q62848 | hit rate 0.26% among 360,000;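 active means inhibition above a per-plate limit, mean inhibition of low control wells plus 3 SD, cut at about 25% in these data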;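 further: 0% = DMSO wells with enzyme and 100% = wells lacking Arfgap1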
Target sequence (Q62848 1-136 limits assumed): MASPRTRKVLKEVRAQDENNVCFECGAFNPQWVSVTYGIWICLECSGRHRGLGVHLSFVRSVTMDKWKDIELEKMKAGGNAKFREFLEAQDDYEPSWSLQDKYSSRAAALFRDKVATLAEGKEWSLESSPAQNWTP
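material = rat Arfgap1 catalytic domain, aa 1-136 | also added = human ARF1(Δ1-17)-GTP substrate | compound dosing = one concentration, 16.5 µM, DMSO 1.26% | times = GTP hydrolysis reaction 2 h at 25 °C | measured by = FP, GDP Alexa 633 tracer displaced from anti-GDP antibody, 620/688 nm | evaluation = percent inhibition of Arfgap1-stimulated GTP hydrolysis | replication = single well per compound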
ASAP1 inh: inhibitors of human ASAP1 ArfGAP activity, primary screen, biochemical, fluorescence polarization. Arf-GAP with SH3 domain, ANK repeat and PH domain-containing protein 1 (Homo sapiens), …. ASAP1-stimulated ARF1 GTP hydrolysis, GDP FP detection. inhibition, % at 16.5 µM. hit rate 0.19% among 360,000; in the data active means inhibition above about 25%;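 further: 0% = vehicle with enzyme and substrate and 100% = no enzyme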
Target sequence (Q9ULH1 325-724 limits assumed): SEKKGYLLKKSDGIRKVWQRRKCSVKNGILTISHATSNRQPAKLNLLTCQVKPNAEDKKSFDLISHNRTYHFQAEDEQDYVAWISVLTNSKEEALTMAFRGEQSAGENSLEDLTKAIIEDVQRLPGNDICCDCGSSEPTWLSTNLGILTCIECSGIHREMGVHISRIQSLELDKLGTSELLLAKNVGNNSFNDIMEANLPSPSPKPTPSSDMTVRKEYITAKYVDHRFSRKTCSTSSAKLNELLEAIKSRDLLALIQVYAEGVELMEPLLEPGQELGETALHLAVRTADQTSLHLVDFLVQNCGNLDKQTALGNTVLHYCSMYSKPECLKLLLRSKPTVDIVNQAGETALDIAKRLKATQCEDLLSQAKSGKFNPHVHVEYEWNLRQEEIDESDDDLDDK
GC-A act: GC-A stimulated cGMP production enhancers – HEK293 GC-A cells, cGMP TR-FRET, EC30 ANP, primary screen; Atrial natriuretic peptide receptor 1 (Homo sapiens), P16066; 0% at EC30 ANP, 100% saturating ANP; activation, % at 10 µM; hit rate 0.14% among 370,000; in the data active means activation above about 40%
HTRA1 inh: HTRA1 serine protease inhibitors, primary screen, biochemical, fluorescence polarization, HTS; inhibition, % at 5.96 µM; AID 504803, 2011; recombinant HTRA1, FP-rhodamine activity-based probe; Q92743; hit rate 0.5% among 340,000; in the data active means inhibition above about 36%;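 further: 0% = enzyme with DMSO and 100% = wells lacking enzyme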
Target sequence (Q92743 whole entry, looked up): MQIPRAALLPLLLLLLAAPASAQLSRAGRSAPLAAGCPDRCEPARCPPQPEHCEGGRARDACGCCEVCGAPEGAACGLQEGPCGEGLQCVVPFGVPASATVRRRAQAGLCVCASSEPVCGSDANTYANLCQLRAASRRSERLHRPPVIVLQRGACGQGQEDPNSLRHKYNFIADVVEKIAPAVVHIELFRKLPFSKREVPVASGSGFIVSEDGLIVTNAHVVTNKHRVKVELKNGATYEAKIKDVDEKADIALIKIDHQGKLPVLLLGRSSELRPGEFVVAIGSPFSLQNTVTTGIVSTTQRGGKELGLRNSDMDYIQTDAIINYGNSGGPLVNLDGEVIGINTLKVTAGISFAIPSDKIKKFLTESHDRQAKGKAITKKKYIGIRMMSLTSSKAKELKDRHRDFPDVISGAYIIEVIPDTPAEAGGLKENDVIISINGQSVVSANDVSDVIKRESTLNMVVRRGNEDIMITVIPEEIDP
SMARCA2 act: SMARCA2 (BRM) function activators, primary screen, cell-based, luminescence, high throughput. MG213 cells, MMTV-luciferase reporter, dexamethasone, overnight. activation, % at 9.1 µM. hit rate 1% among 370,000; in the data active means activation above about 7.8%;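 further: 0% = vehicle wells and 100% = reference activator wells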
PG9 binder: binders of HIV-1 gp120 antibody PG9, primary screen, biochemical, TR-FRET. inhibition, % at 6.7 µM. TR-FRET gp120-PG9 antibody binding. HIV-1 gp120 / PG9 antibody interaction. hit rate 0.43% among 360,000; in the data active means inhibition above about 8.5%
* = called active by the depositor; nt = not tested or not shown; & = joins results of further samples.

SMILES	ABHD4 inh	NR1D1 modulator	GC-B act	rCAG RNA binder	ARFGAP1 inh	ASAP1 inh	GC-A act	HTRA1 inh	SMARCA2 act	PG9 binder
CCN(CC)S(=O)(=O)c1cc(NS(=O)(=O)c2cccc(C(=O)O)c2)ccc1C	4	1	0	-1	6	5	5	3	-1	-1.1
Cc1ccc(Oc2cnc3ccccc3n2)cc1	0	7	1	-1	13	12	4	-1	4	0.6
CCC(C)NCCOCCOc1ccc(C)cc1OC (stereo unspecified)	3	13	4	1	6	-5	1	2	-1	-1.5
O=C1Nc2ccccc2/C1=C/c1ccc([N+](=O)[O-])cc1	3	0	-3	6	2	11	-9	1	-3	-1.1
CN(C(=O)COc1cccc(C#N)c1)C1CCS(=O)(=O)C1 (stereo unspecified)	-4	7	-2	2	9	0	-3	-2	3	2.5
COc1cccc(C(=O)NCc2ccc3[nH]c(C)cc3c2)c1	-3	0	-3	3	-1	0	2	3	-1	-0.8
Cn1c(SC/C=C/c2ccccc2)nnc1-c1cccnc1	-5	9	-1	4	nt	nt	2	nt	-6	nt
Cn1c2ccccc2c2nnc(SCC(=O)Nc3cccc(O)c3)nc21	1	0	-2	11	18	-17	4	-6	1	0.3
O=C(COC(=O)c1ccc(Cl)nc1)NC1CCCCCC1	3	-2	-2	0	6	-9	-3	6	0	-0.8
CCCC(C)c1nnc(NC(=O)CN2C(=O)c3ccccc3C2=O)s1 (stereo unspecified)	3	2	-8	-2	-6	4	0	-4	-4	2.6
CN1CCN(c2nc(Nc3ccc(O)cc3)nc3ccccc23)CC1	13	5	-10	-1	4	-1	-10	10	2	-2.5
O=C(O)c1cccc(-c2ccc(/C=N/Nc3nn[nH]n3)o2)c1	5	2	-4	5	8	14	-1	9	-3	-11
CCCCSc1nnc(-c2ccc(NC(C)=O)cc2)n1C	2	-3	2	-1	-6	7	3	-2	-1	-0.4
CCOC(=O)COc1ccc2c(c1)c(C(=O)OCC)c(C)n2CC	2	0	6	-6	10	5	5	-15	0	1.3
O=C(Nc1cccnc1)c1cc(Br)c(Br)s1	-17	2	-8	4	-3	-9	-6	-16	2	-0.1
c1ccc2c(c1)c1c(c3ccccc32)CN2CCCC2C1 (stereo unspecified)	0	-4	0	11	-19	-12	10	-20	2	-0.1
COc1cccc(C(O)c2nc(-c3ccc(N(C)C)cc3)cs2)c1 (stereo unspecified)	2	8	7	6	2	1	1	nt	-5	-1.6
Cc1c(OCC(F)(F)F)ccnc1CS(=O)c1nc2ccccc2[nH]1 (stereo unspecified)	15	2&-6	1	6	-1	7	-2	5	0	2.3
Cc1cc(C)cc(N(C(=O)c2csnn2)C(C(=O)NC2CCCCC2)c2cccnc2)c1 (stereo unspecified)	4	-1	6	-7	-2	-1	-2	1	1	-1.3
COc1ccccc1-c1ccc(SCc2ccccc2)nn1	5	-4	1	-4	-11	-8	-2	-17	1	0.1
COCc1nnc(NC(=O)c2ccc(Cl)cc2[N+](=O)[O-])s1	3	-3	1	0	9	0	-2	-4	-3	-2.1
O=C(Nc1ccccc1C(F)(F)F)C1CC(=O)N(c2ccccc2F)C1 (stereo unspecified)	-2	3	2	0	-1	10	0	12	-1	-0.1
CCCc1cc(C(=O)N2CCCC(Nc3ccc(C)c(C)c3)C2)n(C)n1 (stereo unspecified)	5	-4	-3	-12	2	9	-3	2	-1	-3.1
COc1cccc(C2Nc3ccccc3C(=O)N2Cc2ccccc2)c1 (stereo unspecified)	-10	2	-8	-5	1	-1	-8	-11	-3	0.5
Cc1ccc([N+](=O)[O-])cc1NC(=O)CN1CCCCC1	-7	1	2	-3	-7	-11	1	1	-1	-1.4

Some of the entries above, reformatted.
Below each compound: ABHD4 inh | NR1D1 modulator | GC-B act | rCAG RNA binder | ARFGAP1 inh | ASAP1 inh | GC-A act | HTRA1 inh | SMARCA2 act | PG9 binder
> CCCCSc1nnc(-c2ccc(NC(C)=O)cc2)n1C
  2 | -3 | 2 | -1 | -6 | 7 | 3 | -2 | -1 | -0.4
> CCOC(=O)COc1ccc2c(c1)c(C(=O)OCC)c(C)n2CC
  2 | 0 | 6 | -6 | 10 | 5 | 5 | -15 | 0 | 1.3
> O=C(Nc1cccnc1)c1cc(Br)c(Br)s1
  -17 | 2 | -8 | 4 | -3 | -9 | -6 | -16 | 2 | -0.1
> c1ccc2c(c1)c1c(c3ccccc32)CN2CCCC2C1 (stereo unspecified)
  0 | -4 | 0 | 11 | -19 | -12 | 10 | -20 | 2 | -0.1
> COc1cccc(C(O)c2nc(-c3ccc(N(C)C)cc3)cs2)c1 (stereo unspecified)
  2 | 8 | 7 | 6 | 2 | 1 | 1 | nt | -5 | -1.6
> Cc1c(OCC(F)(F)F)ccnc1CS(=O)c1nc2ccccc2[nH]1 (stereo unspecified)
  15 | 2&-6 | 1 | 6 | -1 | 7 | -2 | 5 | 0 | 2.3
> Cc1cc(C)cc(N(C(=O)c2csnn2)C(C(=O)NC2CCCCC2)c2cccnc2)c1 (stereo unspecified)
  4 | -1 | 6 | -7 | -2 | -1 | -2 | 1 | 1 | -1.3
> COc1ccccc1-c1ccc(SCc2ccccc2)nn1
  5 | -4 | 1 | -4 | -11 | -8 | -2 | -17 | 1 | 0.1
> COCc1nnc(NC(=O)c2ccc(Cl)cc2[N+](=O)[O-])s1
  3 | -3 | 1 | 0 | 9 | 0 | -2 | -4 | -3 | -2.1
> O=C(Nc1ccccc1C(F)(F)F)C1CC(=O)N(c2ccccc2F)C1 (stereo unspecified)
  -2 | 3 | 2 | 0 | -1 | 10 | 0 | 12 | -1 | -0.1
> CCCc1cc(C(=O)N2CCCC(Nc3ccc(C)c(C)c3)C2)n(C)n1 (stereo unspecified)
  5 | -4 | -3 | -12 | 2 | 9 | -3 | 2 | -1 | -3.1
> COc1cccc(C2Nc3ccccc3C(=O)N2Cc2ccccc2)c1 (stereo unspecified)
  -10 | 2 | -8 | -5 | 1 | -1 | -8 | -11 | -3 | 0.5

Carrying on.
SMILES	ABHD4 inh	NR1D1 modulator	GC-B act	rCAG RNA binder	ARFGAP1 inh	ASAP1 inh	GC-A act	HTRA1 inh	SMARCA2 act	PG9 binder
Cc1ccc(C)c(OCCC(=O)OCC(=O)NCCNC(=O)COC(=O)CCOc2cc(C)ccc2C)c1	6	5	-7	-1	9	2	-10	-7	-2	1.8
COc1ccc(-c2cccc(NS(=O)(=O)c3cccc([N+](=O)[O-])c3)c2)nn1	4	3	-2	14	4	-4	-4	-3	-1	-1.8
CC1(C)Cc2c(cnn2-c2ccccc2)C(=O)/C1=N\NC(=O)c1ccncc1	-2	0	-1	-4	-13	2	2	5	1	-0.8
CCCCCOc1ccc(NC(=O)C(=O)NCC2CCCN2CC)cc1 (stereo unspecified)	0	2	2	-10	-6	-5	-2	-2	1	0.1
CNC(=O)C(=O)Nc1ccc2c(c1)N(S(=O)(=O)c1cccs1)CCC2	1	8	3	1	2	29*	-3	-2	-1	2.3
C[C@H](NC(=O)C1CCN(S(=O)(=O)c2ccccc2)CC1)C(=O)NCc1ccccn1	-1	-1	-4	0	0	3	2	-1	-2	-0.5
COC(=O)CNC(=O)COC(=O)/C=C/c1cccs1	6	2	8	-2	6	-13	0	0	-5	-1.2
CCOC(=O)c1sc2nc(C(C)C)c3c(c2c1N)CC(C)(C)OC3	0	23*	-8	-1	-7	-17	7	2	3	-0.4
COc1cc(OC)cc(N2C(=O)CSCC2=O)c1	6	3	-2	2	-3	13	2	8	-1	0.1
CCOC(=O)[C@]12CCC=C1N(Cc1cccc3ccccc13)C(=O)[C@H](CC(=O)NCCCCc1ccccc1)C2	-11	-3	4	6	5	0	-4	nt	-6	-1.8
CCOC(=O)N1CCN(S(=O)(=O)c2ccc3[nH]c(=O)sc3c2)CC1	0	3	3	1	-5	-3	0	10	0	-0.2
Cc1ccc(SC(C)C(=O)N2CCN(c3ccccc3)CC2)cc1 (stereo unspecified)	3	0	3	-5	-2	-9	-1	0	-2	-0.8
Cc1[nH]c2ccccc2c1/C=N/NC(=O)CNC(=O)c1cccs1	4	4	-3	4	14	3	1	2	-2	-2.5
CN(C)S(=O)(=O)c1ccc(NC(=S)NC(=O)C2CCC2)cc1	-8	6	3	-5	13	8	-1	-2	1	-1.0
O=c1cc2c(nn1Cc1cccc([N+](=O)[O-])c1)-c1ccccc1CC2	3	-5	6	2	10	3	-4	-18	-6	1.0
O=C(CCC1CCCC1)N1CCN(S(=O)(=O)c2ccc(Br)cc2)CC1	-3	1	-6	0	-5	3	-4	5	-2	-1.0
CCn1ncc(C2=NOC(C(=O)Nc3cccc(O)c3)C2)c1C (stereo unspecified)	-3	-5	3	-1	-2	13	2	0	-4	2.9
Cc1cc(C)c(OCC(=O)N2CCN(c3ncc(C(F)(F)F)cc3Cl)CC2)c(C)c1	-4	-2	-1	-5	-2	-2	0	-34	0	-0.2
CCOC(=O)C(C)n1cnc2c(nnn2-c2cccc(OC)c2)c1=O (stereo unspecified)	1	-2	2	-2	-13	-10	3	2	9.1*	-0.6
O=C1CCCN1c1ccc(S(=O)(=O)N2CCCCC2)cc1[N+](=O)[O-]	3	-8	5	-2	1	-3	-1	3	-1	-2.5
CC(=O)Nc1ccc(S(=O)(=O)NCC2CCC(C(=O)NCCCN(C)Cc3ccccc3)CC2)cc1 (stereo unspecified)	-1	2	5	-6	2	6	-2	2	-2	0.5
C/C(Cc1ccccc1)=N\NC(=O)CNC(=O)c1ccc(Br)cc1	-9	8	-4	0	-21	15	4	-1	-4	-2.0
Cc1cc(=O)c2c(o1)CC(C)(C)CC2=O	-7	5	2	0	2	0	3	-5	1	0.2
S=c1[nH]nc(-c2ccccc2)n1CC1CCCO1 (stereo unspecified)	6	-3	3	-1	6	-3	0	4	1	-1.4
COc1ccc(S(=O)(=O)Nc2nccs2)cc1OC	-4	-3	0	0	-6	0	3	6	1	0.0
COc1ccc(CCN2CC(C(=O)N(C)CCOc3ccccc3)CCC2=O)cc1 (stereo unspecified)	17	0	-3	-9	5	7	0	0	0	-0.9

Rows are unselected; 4.4% or so of the library scored in one or more.
